# Screens as filed in PubChem BioAssay.
# FBW7 act = activators of human E3 ligase FBW7; AlphaScreen FBW7–phospho-cyclin E peptide binding, activator screen; Q969H0; 650,000 tested, 0.13% active; normalized activity (activation), % at 26.1 µM; AID 1259310; in the data active = normalized activity above about 1.9%;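 also: purified mutant Fbw7 with reduced substrate affinity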
# MITF inh = human MITF inhibition, primary screen; O75030; AlphaScreen MITF homodimerization, bead proximity signal; inhibition, % at 2.6 µM; 650,000 tested, 0.91% active; in the data active = inhibition above about 50%;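 also: 0% = vehicle wells with protein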
# Target sequence (O75030 whole entry, looked up): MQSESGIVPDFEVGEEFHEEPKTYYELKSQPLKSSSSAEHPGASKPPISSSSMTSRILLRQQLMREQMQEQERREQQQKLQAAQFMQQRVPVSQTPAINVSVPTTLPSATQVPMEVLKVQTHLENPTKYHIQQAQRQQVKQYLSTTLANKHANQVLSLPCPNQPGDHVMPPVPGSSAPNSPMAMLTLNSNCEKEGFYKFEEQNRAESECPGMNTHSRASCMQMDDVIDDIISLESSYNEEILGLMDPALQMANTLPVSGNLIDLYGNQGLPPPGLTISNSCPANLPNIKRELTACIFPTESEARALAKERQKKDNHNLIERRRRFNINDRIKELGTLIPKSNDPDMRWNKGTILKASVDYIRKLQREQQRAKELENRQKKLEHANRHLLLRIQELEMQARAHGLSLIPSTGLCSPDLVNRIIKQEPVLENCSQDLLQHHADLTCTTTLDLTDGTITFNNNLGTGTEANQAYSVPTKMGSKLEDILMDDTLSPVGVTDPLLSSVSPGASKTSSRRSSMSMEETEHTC
# GPR151 ag = activates the human receptor GPR151; Q8TDV0; PathHunter beta-arrestin GPR151 cells, luminescence; activation, % at 11.2 µM; 650,000 tested, 1% active; AID 1508602; in the data active = activation above about 4.9%;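 also: 0% = median of compound wells and 100% = cells with positive control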
# Target sequence (Q8TDV0 whole entry, looked up): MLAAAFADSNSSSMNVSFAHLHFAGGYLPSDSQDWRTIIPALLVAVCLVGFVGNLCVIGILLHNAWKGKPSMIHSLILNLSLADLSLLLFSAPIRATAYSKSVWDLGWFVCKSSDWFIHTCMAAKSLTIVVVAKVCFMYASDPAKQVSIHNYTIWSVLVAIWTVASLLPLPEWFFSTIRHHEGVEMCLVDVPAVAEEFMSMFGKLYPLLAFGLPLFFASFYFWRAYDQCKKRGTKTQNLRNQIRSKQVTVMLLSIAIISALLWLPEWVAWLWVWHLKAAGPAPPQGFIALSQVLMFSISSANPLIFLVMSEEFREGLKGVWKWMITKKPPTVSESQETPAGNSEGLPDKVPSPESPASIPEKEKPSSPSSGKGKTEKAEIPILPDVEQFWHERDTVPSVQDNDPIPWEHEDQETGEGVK
# TEAD-YAP block = TEAD-YAP interaction inhibition | AID 1259422 | 640,000 tested, 1.4% active | HEK-TIYL cells, TEAD-Gal4/YAP UAS-luciferase luminescence | inhibition, % at 9.12 µM; in the data active = inhibition above about 32%;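 also: 0% = median of test compound wells and 100% = reference inhibitor wells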
# An asterisk follows results filed as active; / = no result given; & = joins results of further samples.
# Screens by letter: A = FBW7 act; B = MITF inh; C = GPR151 ag; D = TEAD-YAP block
COc1cc(OC)cc(C(=O)NCC2CCCN(C(=O)C3=CCCC3)C2)c1 (configuration not stated)
  A = 0.0	B = 2	C = -0.7	D = -1

COC(=O)c1ccccc1NC(=O)n1cc(C)cn1
  A = 0.9	B = 11	C = -1.1	D = -6

CCOC(=O)c1c(NC(=O)C(C)N2C(=O)c3ccccc3C2=O)sc2c1CCC2 (configuration not stated)
  A = 0.0	B = 0	C = -0.5	D = 4

Cc1cc(C)cc(-n2c(O)cnc2Nc2nc(C)cc(C)n2)c1
  A = -0.1	B = -20	C = 1.0	D = -2

Cc1c(C(=O)NC(C)C)sc2ncn(CC(=O)N3CCCCC3)c(=O)c12
  A = -0.1	B = 11	C = 0.4	D = -6

CCc1cccc(C)c1NC(=S)NCC(c1cccnc1)N1CCOCC1 (configuration not stated)
  A = -0.2	B = 4	C = 0.9	D = -2

CCOc1ccc(NC(=O)CN2C(=O)CC(C)(C)Sc3ccccc32)cc1
  A = 0.8	B = 16	C = 2.9	D = 4

COc1cccc(CN2CCNC(=O)C2CC(=O)NCCN2CCCCC2=O)c1 (configuration not stated)
  A = -0.1	B = -8	C = 1.9	D = -9

O=C(CN(c1ccc(Cl)cc1Cl)S(=O)(=O)c1ccccc1)Nc1cccc(Cl)c1
  A = 0.2	B = 9	C = -0.6	D = -7

CC(=O)N/C(=C/c1ccccc1)C(=O)Nc1ccc(C)c(C)c1
  A = 0.6	B = 1	C = -1.1	D = -14

O=P(O)(O)O[C@@H]1[C@H](OP(=O)(O)O)[C@@H](OP(=O)(O)O)[C@H](O)[C@@H](O)[C@@H]1OP(=O)(O)O
  A = /	B = -6	C = -0.4	D = /

CC(C)n1cnc2c(NCCN3CCOCC3)nc(Cl)nc21
  A = 0.1	B = 13	C = 2.4	D = 8

Cc1cc(C(=O)NCc2ccc(S(N)(=O)=O)cc2)cs1
  A = 0.2	B = -5	C = -0.8	D = 3

C/C(=N\Nc1nc(-c2ccccc2)cs1)c1cccs1
  A = -0.1	B = 3	C = 2.3	D = 28

O=C(CSc1nc2c(sc(=S)n2Cc2ccco2)c(=O)n1-c1ccccc1)NCc1ccccc1
  A = -0.1	B = -1	C = -0.8	D = -2

COc1ccc(NS(=O)(=O)c2ccc(O)c(C(=O)OCC(=O)N3CCCCC3)c2)cc1
  A = 0.4	B = 3	C = 1.5	D = 5

Clc1ccc(/C=N/Nc2ccc(-n3ccnc3)nn2)cc1
  A = -0.2	B = -3	C = 0.2	D = -1

Cc1ccc(C)c(NC(=S)NCc2ccco2)c1
  A = -0.1&0.0	B = -9&3	C = -0.2&-0.8	D = -6&-1

O=C(O)Cc1cn(-c2ccccc2)nc1-c1ccccc1
  A = -0.1	B = -3	C = 0.6	D = -4

CCC(CC)NC(=O)COc1ccc2ccc(=O)oc2c1
  A = 0.0	B = 15	C = 0.5	D = 4

CCOC(=O)CS(=O)CC(=O)Nc1ccc(Cl)c(Cl)c1 (configuration not stated)
  A = -0.1	B = 3	C = -0.5	D = -9

CCNC(=O)N1CCc2nc(-c3ccccc3)nc(N3CCC(C(=O)OCC)CC3)c2C1
  A = 0.1	B = -3	C = 1.3	D = 6

CCOc1ccccc1NC(=O)c1cc(S(=O)(=O)N2CCc3ccccc3C2)ccc1F
  A = 0.1	B = -16	C = -1.6	D = -9

CCOC(=O)c1nn(CCO)c2c1CN(Cc1ccc(C)o1)CC2
  A = 0.3	B = 8	C = 0.9	D = 7

O=C(O)CN=CC1=C(O)CC(c2ccccc2)CC1=O (configuration not stated)
  A = 0.0	B = 5	C = -0.1	D = 5

# Screens by letter: A = FBW7 act; B = MITF inh; C = GPR151 ag; D = TEAD-YAP block
COC(=O)c1c(NC(=O)COc2ccccc2C(C)(C)C)sc2c1C(C(=O)OC)CC2 (configuration not stated)
  A = 0.1	B = 15	C = 0.2	D = -9

CC1(C)CC(=O)c2sc(NC(=O)c3ccc(C(=O)c4ccccc4)cc3)nc2C1
  A = 0.0	B = -5	C = -0.3	D = -16

CC(=O)C1(C)OC(N)=C(C#N)C(c2ccccc2)C1(C#N)C#N (configuration not stated)
  A = 0.1	B = 7	C = 0.1	D = 0

CCOc1cc(CNCCO)cc(Cl)c1OCc1ccc(F)cc1
  A = -0.2	B = -8	C = 0.3	D = -6

Cc1ccc2nc(-c3ccc(O)c(O)c3)cn2c1
  A = 0.0	B = 0	C = -7.1	D = 54*

O=C1CC(c2cc3c(cc2[N+](=O)[O-])OCO3)c2ccc3ccccc3c2N1 (configuration not stated)
  A = -0.3	B = 0	C = 12*	D = -1

N#CC1=C(N)Oc2c(oc(CO)cc2=O)C1c1ccc(SC(F)(F)F)cc1 (configuration not stated)
  A = 0.0	B = -8	C = -0.2	D = -3

CC(=O)C1C(=O)C=C(c2ccco2)CC1c1cccc(Br)c1 (configuration not stated)
  A = -0.1	B = 5	C = -1.5	D = -1

Nc1cc(N)nc(SCC(=O)N2CCN(S(=O)(=O)c3ccc(Cl)cc3)CC2)n1
  A = 0.2	B = -11	C = 0.7	D = -2

COc1ccc(C(=O)NCCc2nnc3ccc(SCc4ccccc4C)nn23)cc1
  A = -0.1	B = 11	C = -0.1	D = 16

Cn1c(=O)c2c(ncn2Cc2cccc(Cl)c2)n(C)c1=O
  A = 0.1	B = 13	C = -0.8	D = 14

COc1ccc(C(=O)N/N=C(\N)c2cc3cc(OC)ccc3oc2=O)cc1
  A = 0.7	B = 14	C = -0.5	D = 0

O=[N+]([O-])c1cccc(-c2nnc(-c3ccccc3O)o2)c1
  A = -0.1	B = 4	C = 0.8	D = 15

O=C(Nc1cccc(Cl)c1)c1c(NC(=O)C(F)(F)F)sc2c1CCCCC2
  A = -0.2	B = -7	C = 1.0	D = -14

CCCc1cc(C(N)=O)c(NC(=O)c2ccc(OC)c([N+](=O)[O-])c2)s1
  A = 0.3	B = -12	C = -1.7	D = -7

O=C(Cn1cnc2c(sc3cccc(F)c32)c1=O)Nc1ccc(Cl)cc1
  A = -0.1	B = 6	C = 0.1	D = 3

Cc1ocnc1C(=O)N1CCCC(C(=O)Nc2cccc(-c3ccc(F)cc3)c2)C1 (configuration not stated)
  A = 0.0	B = 4	C = 0.9	D = 14

CCOC(=O)N/N=C\c1ccc(OC(=O)c2ccco2)cc1
  A = 0.1	B = 1	C = -1.8	D = -5

COc1ccccc1CCc1nnc(CCC(=O)NC(C)CCn2cccn2)o1 (configuration not stated)
  A = 0.4	B = 20	C = 1.3	D = -5

COc1ccc(NC(=O)COc2ccc3c(C)cc(=O)oc3c2)c([N+](=O)[O-])c1
  A = 0.1	B = 2	C = -1.4	D = 6

CCCNC(=O)C(C)(C)Oc1ccc(Cl)cc1
  A = 0.2	B = 12	C = -1.6	D = -9

CCC(C)(C)C(=O)Nc1nnc(COC)s1
  A = -0.2	B = -8	C = 0.7	D = 1

Cc1ccc(N(Cc2ccc(C(=O)N3CCOCC3)cc2)S(C)(=O)=O)cc1C
  A = -0.2	B = 13	C = -0.1	D = 2

OCc1ccccc1-c1cnc2ccc(NCC3CC3)nn12
  A = 0.0	B = 6	C = 0.4	D = -2

O=C(CN1C(=O)C2C3C=CC(C3)C2C1=O)N1CCN(c2ccccc2)CC1 (configuration not stated)
  A = 0.0	B = 15	C = 5.5*	D = -3

# Screens by letter: A = FBW7 act; B = MITF inh; C = GPR151 ag; D = TEAD-YAP block
CN1C(=O)c2ccc(NC(=S)NC(=O)c3cc4ccccc4o3)cc2C1=O
  A = 0.0	B = -3	C = -0.5	D = 10

O=c1oc2ccccc2cc1-c1cn2cc(Cl)ccc2n1
  A = -0.1	B = 0	C = -0.7	D = 19

CCNC(=O)CN(c1ccc(C)cc1)S(=O)(=O)c1ccc(F)cc1
  A = -0.1	B = -11	C = -1.5	D = 1

OCCC1CN(Cc2cccc3nccnc23)CCN1Cc1ccc(F)c(F)c1 (configuration not stated)
  A = 0.4	B = 17	C = -0.1	D = 1

CC(C)c1ccc(NC(=O)CN2C(=O)C3C4C=CC(C4)C3C2=O)cc1 (configuration not stated)
  A = 0.1	B = -2	C = 1.0	D = -27

CC(=O)N=C1c2ccccc2CN1c1cccc(C(C)=O)c1
  A = -0.1	B = 3	C = 0.5	D = 8

O=C(CCC1CCN(C(=O)CN2CCOC2=O)CC1)NCC1CCCO1 (configuration not stated)
  A = -0.3	B = 2	C = 0.9	D = -8

Cc1cc(I)ccc1NC(=O)COC(=O)c1ccc([N+](=O)[O-])o1
  A = -0.1	B = 0	C = -0.5	D = 26

O=C(/C=C/c1ccccc1)Oc1ccc(-c2cnc3ccccc3n2)cc1
  A = -0.1	B = 8	C = 0.0	D = -4

Cc1ccc2ccc(C(Nc3ccccn3)c3ccc([N+](=O)[O-])cc3)c(O)c2n1 (configuration not stated)
  A = -0.7	B = 13	C = -1.1	D = 28

Cc1ccc(Cn2c3c(=O)[nH]c(=O)n(C)c3n3c(-c4ccc(F)cc4)nnc23)cc1
  A = -0.1	B = -11	C = 0.5	D = -5

CC(=O)Nc1ccc(Nc2nc(N3CCN(c4ccccn4)CC3)ncc2C)cc1
  A = 0.1	B = 17	C = 1.5	D = 49*

CCOc1ccccc1C(=O)N1CCc2cc(OC)c(OC)cc2C1COc1ccc(C(=O)OC)cc1 (configuration not stated)
  A = -0.3	B = -3	C = 0.8	D = -19

COc1ccc(OCCOc2ncnc3sccc23)cc1
  A = 0.1	B = 9	C = -0.6	D = -30

CCN(CC)c1cc(Nc2c(C)n(C)n(-c3ccccc3)c2=O)c([N+](=O)[O-])c2nonc12
  A = 0.2	B = 12	C = -1.1	D = -1

Cc1cc(C)nc(SCC(=O)N/N=C/c2cccn2-c2ccc(O)cc2)n1
  A = 0.2	B = -2	C = 0.3	D = -2

C1CCC(Nc2nnc(SCC3CCCCO3)s2)CC1 (configuration not stated)
  A = -0.1	B = 7	C = -1.6	D = -56

COc1cc(/C=N/NC(=O)Cn2nnc3ccccc32)ccc1OCc1ccccc1
  A = -0.1	B = -12	C = -0.7	D = -19

Cc1sc2ncnc(SCC(=O)NC34CC5CC(CC(C5)C3)C4)c2c1C
  A = 0.2	B = -7	C = 0.5	D = -2

C=CCNc1nc(-c2ccc(OC)cc2)c(CCC(=O)O)s1
  A = -0.2	B = 5	C = -1.7	D = 4

COC(=O)c1ccc(CN2CCCC2)cc1
  A = -0.1	B = -2	C = -0.2	D = -11

Cc1noc(C)c1CCC(=O)N[C@@H](Cn1nc(-c2ccc(F)c(F)c2)ccc1=O)C(C)C
  A = 0.0	B = 3	C = 2.4	D = 7

COc1ccc(-c2cc(C(F)(F)F)n3ncc(C(=O)Nc4ccc(Cl)cc4)c3n2)cc1OC
  A = 0.0	B = -1	C = 0.5	D = -3

COc1cc(/C=N/NC(=O)CC(=O)Nc2ccc(Cl)c(Cl)c2)ccc1O
  A = 0.0	B = 9	C = 0.6	D = 11

CCOCCSC1=C(C#N)C(c2cccc([N+](=O)[O-])c2)C(C(C)=O)=C(C)N1 (configuration not stated)
  A = 0.0	B = 5	C = 2.3	D = 5

# Some entries already given, limited to FBW7 act and TEAD-YAP block.
SMILES	FBW7 act	TEAD-YAP block
C1CCC(Nc2nnc(SCC3CCCCO3)s2)CC1 (configuration not stated)	-0.1	-56
COc1cc(/C=N/NC(=O)Cn2nnc3ccccc32)ccc1OCc1ccccc1	-0.1	-19
Cc1sc2ncnc(SCC(=O)NC34CC5CC(CC(C5)C3)C4)c2c1C	0.2	-2

# Continued.
# Screens by letter: A = FBW7 act; B = MITF inh; C = GPR151 ag; D = TEAD-YAP block
CCc1ccccc1N1C(=O)C2C(c3ccc(Br)cc3)OC3(C(=O)c4ccccc4C3=O)C2C1=O (configuration not stated)
  A = 1.0	B = 18	C = 1.4	D = -16

N#Cc1cc2c(nc1SCc1ccccc1)CCCC2
  A = -0.2	B = 13	C = 0.7	D = 0

COc1cccc(C(=O)N2CCN3C(=O)[C@H]([C@@H](C)O)NC(=O)[C@H]3C2)c1
  A = -0.1	B = 9	C = 0.9	D = 1

CCOC(=O)C1=C(CC)NC2=C(C(=O)CCC2)C1c1ccc(O)c(OC)c1 (configuration not stated)
  A = -0.1	B = 2	C = -0.7	D = 8

O=C(Nc1ccccc1)c1ccc2nc(Nc3ccc(N4CCOCC4)cc3)sc2c1
  A = -0.1	B = 10	C = 4.4	D = -41

Cc1ccccc1-c1nc(CS(=O)CC(=O)N2CCC(C(N)=O)CC2)c(C)o1 (configuration not stated)
  A = 0.3	B = 8	C = -1.0	D = -1

Cc1ccc(NC(=O)C(C)n2c(C)c3cnn(-c4ccccc4)c(=O)c3c2C)cc1 (configuration not stated)
  A = 0.4	B = 14	C = -2.3	D = 14

COc1cc(OC)cc(-c2nc3ccccc3c(=O)n2NC(=O)Cc2ccccc2)c1
  A = -0.1	B = 15	C = 0.8	D = 7

Cc1ccccc1C(=O)OCC#CCSc1nnc(-c2ccncc2)o1
  A = 0.0	B = -5	C = 0.7	D = -2

CCOC(=O)c1ccc(NC(=O)Cn2c(=O)oc3cc(Cl)ccc32)cc1
  A = 0.4	B = -6	C = -0.4	D = -3

COc1ccc(OC)c(NC(=O)CS(=O)(=O)Cc2nc(-c3ccccc3C)oc2C)c1
  A = -0.1	B = 0	C = 0.7	D = 0

COCCNC(=O)c1ccc(Br)cc1
  A = 0.3	B = -5	C = 1.6	D = 10

CC(/C=C/c1ccccc1)=N/OC(=O)C1CC1c1ccccc1 (configuration not stated)
  A = -0.3	B = -3	C = 0.3	D = 9

C=CCNC(=O)CSc1nc2ccc(C)cc2cc1C#N
  A = 0.1	B = 5	C = -0.2	D = -32

C[N+]1=C2CCCCC2(C)c2ccccc21 (configuration not stated)
  A = 0.4	B = 17	C = -0.6	D = 5
